Pf gamet viab: P. falciparum stage V gametocyte viability inhibition. P. falciparum stage V gametocytes, ATP luminescence, 24 h. inhibition, % at 10.9 µM. 150,000 tested, 0.065% active. AID 743093;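 active = inhibition above the mean plus 3 SD of compounds within the control limits, set per campaign, cut at about 38% in these data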;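 also: 0% = DMSO wells and 100% = medium only without gametocytes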
Rac1 mut GTP: alters GTP binding to activated mutant human Rac1; P63000; GST-Rac1 activated beads, fluorescent GTP binding, flow cytometry; actives lie on both sides; 100% means binding = to untreated wells; percent activity (GTP binding), % at 10 µM; 190,000 tested, 0.11% active; AID 764;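 active = GTP binding at least 20 percentage points away from the 100% baseline, in either direction, so actives lie on both sides; inconclusive = Compound likely fluorescent itself, or too few beads counted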
GSH bead fluor: compound fluoresces at 488/530 nm on GSH beads; GSH beads flow cytometry, compound fluorescence 488/530 nm; active compounds read high; fluorescence (KMESF) at 10 µM; 190,000 tested, 0.25% active; in the data active = fluorescence above about 89;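 also: glutathione beads carrying GST-tagged Bcl family fusion proteins plus one bare bead set; values are compound well signal with DMSO vehicle wells as background; inactives centre near 16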
HRas wt GTP: changes GTP binding to wildtype human HRas; P01112; GST-Ras wt beads, Bodipy-FL-GTP binding, flow cytometry; actives lie on both sides; GTP binding activity, % at 10 µM; 190,000 tested, 0.14% active; AID 759;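 active = GTP binding activity at least 20% away from the 100% baseline, either lowered as inhibitor or raised as activator; inconclusive = flagged as likely green fluorescent, judged across all proteins in the well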;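 also: 0% = unlabeled GTP competition control and 100% = no-compound control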
Target sequence (P01112 whole entry, looked up): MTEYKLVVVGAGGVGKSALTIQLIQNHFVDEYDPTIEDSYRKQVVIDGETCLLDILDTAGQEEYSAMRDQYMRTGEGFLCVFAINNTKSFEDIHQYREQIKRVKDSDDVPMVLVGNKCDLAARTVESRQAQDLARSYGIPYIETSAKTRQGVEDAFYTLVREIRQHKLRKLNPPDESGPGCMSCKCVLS
Rac1 wt modul: modulators of human Rac1 wildtype GTP binding | GST-Rac1 beads, fluorescent GTP binding, flow cytometry; actives lie on both sides; 0 = cold GTP competed, 100 = untreated | 190,000 tested, 0.27% active | P63000 | GTP binding activity (% of control), % at 10 µM | AID 757;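 active = GTP binding activity at least 20 points away from the 100% control level, either lower or higher; inconclusive = compound flagged as likely green fluorescent, judged across all proteins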
ABCB1 inh: inhibitors of human ABCB1 transporter, ABCG2 counter-screen; AID 1326; inhibition, % at 6.6 µM; CCRF-Adr cells, JC-1 efflux, flow cytometry; P08183; 190,000 tested, 0.067% active; in the data active = inhibition above about 40%;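 also: 0% = vehicle and 100% = reference inhibitor; higher value means more JC-1 retained so stronger ABCB1 efflux block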
Avidin fluor: compound fluoresces at 488/530 nm on avidin beads. compound fluorescence 488/530 nm, flow cytometry; active compounds read high. fluorescence (KMESF) at 10 µM. 220,000 tested, 0.38% active. AID 1775; in the data active = fluorescence above about 47; also: inactives centre near 10
Rab7 wt GTP bind: alters GTP binding to wildtype dog Rab7 | AID 758 | 190,000 tested, 0.055% active | GTP binding activity (percent of control), % at 10 µM | GST-Rab7 beads, fluorescent GTP binding, flow cytometry; actives lie on both sides; untreated = 100%, excess cold GTP = 0%;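 active = fluorescent GTP binding to Rab7 beads changed by at least 20 points from the 100% baseline, either direction, mostly lower; inconclusive = compound itself probably fluorescent, or too few beads counted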;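 also: median green fluorescence of bound Bodipy-FL-GTP per Rab7 bead population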
ABCG2 inh: human ABCG2 inhibition, ABCB1 as counter-screen | Q9UNQ0 | IgMXP3 cells, JC-1 efflux, flow cytometry | inhibition, % at 6.6 µM | 190,000 tested, 0.1% active | AID 1325;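 active = inhibition above 80%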;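 also: 0% = DMSO and 100% = nicardipine control wells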
Target sequence (Q9UNQ0 whole entry, looked up): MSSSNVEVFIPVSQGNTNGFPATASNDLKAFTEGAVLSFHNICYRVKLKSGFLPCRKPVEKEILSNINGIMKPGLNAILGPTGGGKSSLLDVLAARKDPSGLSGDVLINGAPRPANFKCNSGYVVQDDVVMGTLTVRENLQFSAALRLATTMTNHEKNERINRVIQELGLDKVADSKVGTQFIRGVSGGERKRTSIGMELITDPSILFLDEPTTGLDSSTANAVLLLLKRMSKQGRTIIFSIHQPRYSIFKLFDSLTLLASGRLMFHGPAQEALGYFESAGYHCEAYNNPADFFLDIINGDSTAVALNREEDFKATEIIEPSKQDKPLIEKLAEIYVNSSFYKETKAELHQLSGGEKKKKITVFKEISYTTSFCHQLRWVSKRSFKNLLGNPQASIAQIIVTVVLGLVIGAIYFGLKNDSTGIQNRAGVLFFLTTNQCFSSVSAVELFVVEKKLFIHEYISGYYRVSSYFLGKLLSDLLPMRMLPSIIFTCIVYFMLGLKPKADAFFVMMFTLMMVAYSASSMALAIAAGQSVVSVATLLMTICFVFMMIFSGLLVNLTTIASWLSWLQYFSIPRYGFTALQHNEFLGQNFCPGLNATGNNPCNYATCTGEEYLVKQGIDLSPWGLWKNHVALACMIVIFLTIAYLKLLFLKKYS
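Times: 10 min at 25 °C | Test system: Two drug-resistant human cell lines, ABCG2 and ABCB1 | Quantity: 3 million cells/mL final, two lines in 1:1 ratio | Signal: Flow cytometry, 530 nm JC-1 signal | Dosing: Compound at 6.6 µM | Controls: Nicardipine and DMSO wells | Reagent: JC-1 as fluorescent efflux pump substrate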
Cdc42 wt GTP: human Cdc42 wildtype GTP binding change, either direction; P60953; GST-Cdc42 beads, Bodipy-GTP binding, flow cytometry; actives lie on both sides; percent activity (GTP binding), % at 10 µM; 190,000 tested, 0.2% active;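 active = percent activity GTP binding at least 20 points away from the 100% baseline, either down as inhibitor or up as activator; inconclusive = compound flagged as likely green fluorescent from well-wide comparison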;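 also: median bead fluorescence of bound Bodipy-FL-GTP at 100 nM; 0% = excess unlabeled GTP control and 100% = no compound control; below 100% means less GTP binding so inhibitor and above means activator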
Target sequence (P60953 whole entry, looked up): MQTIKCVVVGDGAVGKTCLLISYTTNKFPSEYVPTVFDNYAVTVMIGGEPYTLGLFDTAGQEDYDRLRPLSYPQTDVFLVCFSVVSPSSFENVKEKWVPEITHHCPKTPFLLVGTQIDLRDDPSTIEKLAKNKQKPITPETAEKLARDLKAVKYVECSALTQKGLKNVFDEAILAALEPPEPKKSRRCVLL
Rab2 wt GTP: changes GTP binding to wildtype dog Rab2A, up or down | P61105 | GST-Rab2 wt beads, Bodipy-GTP binding, flow cytometry | GTP binding activity, % at 10 µM | 190,000 tested, 0.19% active;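 active = GTP binding activity at least 20 points away from 100%, either lowered or raised; inconclusive = signal likely due to the compound's own green fluorescence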;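 also: 0% = beads with excess unlabeled GTP and 100% = no-compound control corrected for plate trend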
Starred values were filed as active, the others as inactive; u = inconclusive; x = no result given. Rows are unselected; about 1.1% have a hit in one of these screens.

Below each SMILES – Pf gamet viab	Rac1 mut GTP	GSH bead fluor	HRas wt GTP	Rac1 wt modul	ABCB1 inh	Avidin fluor	Rab7 wt GTP bind	ABCG2 inh	Cdc42 wt GTP	Rab2 wt GTP
CC1CN(S(=O)(=O)c2cccc(C(=O)OCC(=O)c3cccs3)c2)CC(C)O1 (stereo not drawn)
→ x	97	18	99	101	0.2	38	100	0	100	100
COC(=O)c1ccccc1NC(=O)Nc1cccs1
→ x	99	63	101	104	-0.1	6	98	1	102	101
Cc1ccc2[nH]c(=O)c(CN(Cc3ccccc3)Cc3nnnn3C3CCCC3)cc2c1
→ x	101	29	97	100	7.4	11	98	3	98	98
CC(C)c1c(O)nc(SCCN(C)C)[nH]c1=O
→ x	94	43	99	99	0.2	19	98	1	99	96
COC(=O)c1cccc(NC(=O)CSc2ncn[nH]2)c1
→ 7	97	77	97	94	0.4	11	92	2	97	95
O=C(CCCSc1nc2ccccc2[nH]1)NCc1ccc(Cl)cc1
→ 10	98	13	100	103	0.8	12	101	11	101	100
COc1ccc(CCNS(=O)(=O)c2cccc(S(=O)(=O)N3CCCC3)c2)cc1OC
→ -13	98	24	99	102	0.8	30	101	5	102	97
Cn1cccc1Cc1nnc(SCC(=O)Nc2ccc3c(c2)OCO3)n1CCc1ccccc1
→ x	100	16	99	105	2.8	21	102	15	100	101
O=C1OC(OC(=O)c2ccccc2Br)C(N2CCOCC2)=C1Cl (stereo not drawn)
→ x	101	21	101	101	0.2	16	99	1	103	100
O=C(Nc1ccc(N2C(=O)C3CCCCC3C2=O)cc1Cl)c1cccs1 (stereo not drawn)
→ -23	94	10	97	93	1.0	21	102	4	97	97
C=C(Cl)COc1ccc2c(CC)cc(=O)oc2c1
→ 4	96	10	92	89	0.7	20	96	4	90	98
NS(=O)(=O)c1ccc(NC(=O)c2ccccc2C(=O)N2CCCCC2)cc1
→ 7	94	22	94	94	0.2	11	93	1	97	96
COc1ccc(-c2onc(C)c2-c2cnn(-c3ccccc3)c2)c(O)c1
→ -4	95	12	96	97	0.1	12	90	0	95	95
Cc1ccc(Cc2c(C)nc3nc(SCC(=O)NCc4ccco4)nn3c2C)cc1
→ x	91	18	96	89	0.6	23	94	1	95	92
OCc1nc2ccccc2n1CCCOc1ccc(Br)cc1
→ x	97	40	100	108	0.0	-4	100	12	100	98
COC(=O)Cc1c(O)ccn(CCc2c[nH]c3ccc(OC)cc23)c1=O
→ -17	96	18	97	101	0.7	11	95	1	97	96
CC(=O)Oc1ccc(C(=O)Nc2cc(C)ccc2NC(=O)COc2ccccc2)cc1
→ x	98	16	99	99	0.1	33	97	1	99	98
CN(CCC#N)C(=O)CSc1ncnc2sc(-c3ccccc3)cc12
→ 10	94	24	97	94	-2.5	14	93	2	99	98
Cc1ccc(NC(=O)CN2CCC(Cc3ccccc3)CC2)cc1S(=O)(=O)N(C)C
→ 8	94	16	96	97	1.9	10	90	6	96	96
CC(/C=C/c1ccccc1)=N\NC(=O)CSc1ccccn1
→ -7	97	13	99	103	0.8	2	101	14	99	98
Cc1ccc(C)c(Cn2nnc3c(=O)[nH]c(C4CCCN(C(=O)C5CCC5)C4)nc32)c1 (stereo not drawn)
→ x	93	33	95	93	1.7	11	94	10	97	92
Cc1ccc(-n2c(=O)[nH]c3ncccc3c2=O)cc1
→ -6	96	19	100	99	0.1	10	103	1	98	97
Cc1cccc(C)c1NS(=O)(=O)c1ccc2c(c1)NC(=O)CO2
→ -11	96	10	97	102	-0.2	16	107	0	96	97
CCNC(=O)c1ccccc1SCc1ccccc1
→ -3	98	17	98	98	1.0	8	98	4	97	97
COc1ccc(Br)cc1/C=C/C(=O)c1ccc(NC(C)=O)cc1
→ 8	99	11	97	104	-0.1	12	99	4	104	97
CC(C)CC(=O)NN1CCCCC1
→ 5	101	12	103	107	0.2	9	101	1	101	102
N#CC1=C(c2ccccc2)/C(=C/c2ccccc2)OC1=O
→ x	95	25	96	94	-1.0	18	94	3	92	97
O=C(O)C1CCCN1S(=O)(=O)c1ccc(Cl)c(Cl)c1 (stereo not drawn)
→ -4	104	17	104	110	0.7	7	102	2	107	105
Cc1c(Cl)c(C(=O)Nc2nc3ccccc3n2CCN2CCCCC2)nn1C
→ x	102	26	100	109	-2.0	5	104	1	101	102
COc1cccc2cc(C(=O)n3ccc(C)n3)c(=O)oc12
→ x	99	21	105	102	0.2	16	103	1	106	107
COc1cc(OC)cc(C(=O)N[C@H](C(=O)Nc2ccc(NC(C)=O)cc2)C(C)C)c1
→ -2	97	17	95	98	0.7	8	93	5	97	95
COc1cccc(NC(=O)CSc2nnc(Cc3cccn3C)n2-c2ccc(F)cc2)c1
→ x	100	19	101	103	-1.3	14	98	-2	99	103
Cc1cc(C)n(-c2ccc(Oc3ccccc3)c(S(=O)(=O)O)c2)n1
→ -2	96	9	94	95	0.1	22	98	0	98	95
C=CCn1c2ccccc2n2nc(C)c(=O)nc12
→ x	95	16	98	99	-0.5	23	93	0	97	97
COc1ccc(C2CC(=O)c3cnc(N4CCN(Cc5ccccc5)CC4)nc3C2)cc1 (stereo not drawn)
→ -6	97	24	96	97	1.0	7	98	4	95	94
Cc1ccc(-c2nnc(N3CCCCC3)c3ccccc23)cc1S(=O)(=O)N1CCN(C)CC1
→ x	97	27	97	98	4.2	11	95	7	98	97
Cc1ccc(C(=O)N2CCN(c3ccc([N+](=O)[O-])c(NCc4ccco4)c3)CC2)cc1
→ 1	101	18	103	106	0.4	5	99	2	106	104
O=C(Cn1c(NCCCO)nc2ccccc21)c1ccc(Br)cc1
→ -14	98	14	102	99	1.1	33	96	7	101	98
CC(C(=O)Nc1ccccc1)N1C(=O)c2ccccc2C1=O (stereo not drawn)
→ 24	97	13	100	100	-0.1	11	100	6	100	101
CC(=O)SCC(=O)N=c1sc2cc(F)ccc2n1C
→ -12	101	12	100	105	0.7	35	100	5	103	101
CCc1cc2c(NCCO)ncnc2s1
→ x	101	22	101	107	0.2	24	100	1	104	100
C=CCc1cc(OC)ccc1OCCN(C)Cc1ccccc1
→ -25	93	15	97	100	1.3	11	100	22	92	94
COc1cccc(C(=O)NC(C)C(c2cccs2)N2CCN(C)CC2)c1 (stereo not drawn)
→ x	103	31	102	108	0.2	19	100	3	102	101
CCOC(=O)CC1CCCCN1Cc1nc(-c2ccc(F)c(OC)c2)oc1C (stereo not drawn)
→ -2	95	10	96	99	1.8	3	94	4	98	97
COCC(=O)NC1CC2CCCC(C1)N2Cc1ccccc1 (stereo not drawn)
→ x	99	34	102	104	0.6	6	102	1	102	100
CCN(CC)c1ccc(NC(=O)C2CCCN(S(=O)(=O)c3cnc[nH]3)C2)c(C)c1 (stereo not drawn)
→ x	97	14	98	100	-0.6	4	92	-2	102	96
CCCCSc1nnc(-c2ccc(C)cc2)n1C
→ 4	100	13	100	103	0.2	4	101	2	102	102
Cc1ccc(O)c(C=Nc2cc(C)ccc2O)c1
→ x	100	10	102	104	-0.7	3	101	-4	102	102
FC(F)(F)c1ccccc1NC(=S)N1CCN(c2ncccn2)CC1
→ x	96	25	99	94	0.5	26	100	4	97	100
CC(c1c(O)c2ccccc2[nH]c1=O)C1(C)CCC(O)C(C)(C)O1 (stereo not drawn)
→ x	97	24	97	99	0.3	6	96	5	99	96

(further entries)
Below each SMILES – Pf gamet viab	Rac1 mut GTP	GSH bead fluor	HRas wt GTP	Rac1 wt modul	ABCB1 inh	Avidin fluor	Rab7 wt GTP bind	ABCG2 inh	Cdc42 wt GTP	Rab2 wt GTP
Cc1cccc(S(=O)(=O)N(CC(=O)Nc2ccccc2C)Cc2ccco2)c1
→ -27	98	14	105	106	1.1	16	102	6	106	102
Cc1ccc[n+](CC(=O)Nc2ccc([N+](=O)[O-])cc2Cl)c1
→ x	99	14	100	97	0.2	10	98	2	99	100
CC1CCCC(C)N1C(=O)CSc1nc2ncnc(N)c2[nH]1 (stereo not drawn)
→ x	99	28	102	106	2.3	12	101	15	102	101
Nc1nc(-c2ccco2)nn1C(=O)c1ccc(Cl)cc1
→ x	101	11	103	103	0.0	34	102	1	104	100
CCOC(=O)C1(CC2CCCCO2)CCN(S(=O)(=O)c2cc(C)cs2)CC1 (stereo not drawn)
→ 3	95	24	100	103	1.1	9	108	1	97	101
Nc1nc(N)c2sc3nc(C(F)(F)F)cc(C(F)(F)F)c3c2n1
→ x	u	57	u	u	-0.8	6	u	1	u	u
O=C(C(=O)N1CCCC1CO)N1CCCC1CO (stereo not drawn)
→ x	96	12	94	99	0.7	12	96	3	96	95
Cc1cc(C)cc(CC(Cc2nc3ccccc3[nH]2)c2nc3ccccc3[nH]2)c1 (stereo not drawn)
→ x	97	17	98	101	4.3	6	100	17	99	98
N#C/C(=C\c1ccc(-c2cccc([N+](=O)[O-])c2)o1)c1nnc(N2CCOCC2)n1-c1ccccc1
→ 8	91	10	97	95	-0.1	19	100	-1	93	95
Cc1cc2cc(CNC(=O)Cc3ccc([N+](=O)[O-])cc3)ccc2[nH]1
→ 23	95	18	95	94	-0.9	6	97	-2	93	98
CCn1cc(CNC(=O)c2ccc(C)s2)cn1
→ x	95	26	98	98	0.5	10	103	1	99	99
COc1ccccc1NS(=O)(=O)c1ccc(NN=C2CCCCC2)c([N+](=O)[O-])c1
→ 12	100	10	101	104	0.2	10	100	1	101	98
CCOc1cc(C2C(C#N)=C(N)SC(N)=C2C#N)ccc1OCCN1CCOCC1
→ x	115	13	91	105	0.2	16	114	-1	87	83
COc1cc(CNCc2cccnc2)ccc1OCC(=O)NC(C)(C)C
→ 1	95	24	97	97	0.9	9	96	2	99	97
CCNC(=S)N/N=C/c1cn(Cc2ccccc2F)c2ccccc12
→ x	94	15	95	95	1.7	6	95	9	93	95
O=C(O)c1cnc(-c2ccccc2)nc1Sc1ccc(Cl)cc1
→ 0	94	12	97	92	-0.2	18	97	0	93	97
CO/N=C(\C)c1ncc(C(F)(F)F)cc1N1CCOCC1
→ 0	100	11	104	109	1.4	9	102	5	106	103
COc1ccc(-c2cc(C(=O)NCc3cccnc3)no2)cc1
→ x	99	15	103	102	0.0	35	98	2	103	103

Screening data from PubChem.
